# High-throughput results from PubChem.
# PP1 inh – PP1-alpha phosphatase inhibitors, primary screen, counter-screen for PP5 inhibitor project, biochemical, fluorescence, OMFP substrate, single point. purified PP1alpha. inhibition, % at 6.7 µM. AID 2235, 2010. actives 0.9% (n = 320,000). Serine/threonine-protein phosphatase PP1-alpha catalytic subunit (Homo sapiens), P62136;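 active means inhibition above the mean inhibition of all tested compounds plus 3 SD, computed separately for each screening campaign, cut at about 15% in these data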
# Target sequence (P62136 whole entry, looked up): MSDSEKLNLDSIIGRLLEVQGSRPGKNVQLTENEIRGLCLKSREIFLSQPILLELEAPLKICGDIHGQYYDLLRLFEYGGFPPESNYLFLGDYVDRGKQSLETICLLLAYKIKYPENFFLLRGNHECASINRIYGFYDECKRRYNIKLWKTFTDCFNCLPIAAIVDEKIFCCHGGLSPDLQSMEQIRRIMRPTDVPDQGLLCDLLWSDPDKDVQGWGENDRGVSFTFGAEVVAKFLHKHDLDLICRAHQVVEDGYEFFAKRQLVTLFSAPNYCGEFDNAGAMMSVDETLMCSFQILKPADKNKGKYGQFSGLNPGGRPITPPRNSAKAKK
# core dimer inh – inhibitors of HCV core protein dimerization, primary screen, biochemical, TR-FRET, high-throughput; TR-FRET GST/Flag-core106 dimerization, 1536-well; inhibition, % at 5 µM; actives 0.33% (n = 300,000); AID 1899, 2009;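 active means inhibition above the mean of all tested compounds plus 3 SD, set per screening campaign, cut at about 45% in these data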
#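 test system = GST/Flag-tagged HCV core106 proteins | probe or stimulus = Eu donor and XL665 acceptor anti-tag antibodies | times = compound-protein-antibody incubation 4 h at 22.5 °C | signal = TR-FRET, excitation 340 nm, emission 617 and 671 nm | measure = percent inhibition of core106 dimerization signal | controls = wells lacking GST-core106 and wells with excess unlabelled core106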
# GASC-1 inh – inhibitors of GASC-1 histone demethylase, primary screen, biochemical, fluorescence, DELFIA europium. inhibition, % at 2.35 µM. Lysine-specific demethylase 4C (Homo sapiens), Q9H3R0. AID 2099, 2009. GST-JMJD2C(1-420) H3K9me3 demethylation. actives 0.069% (n = 330,000);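 active means more than half of a compound's replicate wells show inhibition beyond 50%, single wells judged on their own value; inconclusive means some, but no more than half, of replicates pass 50% inhibition; inactive means no replicate passes 50% inhibition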;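 further: signal counts dimethyl H3K9 product captured on neutravidin plate; 0% = median of DMSO wells and 100% = 0.3 times that DMSO median; strong numbers were not always called active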
# Target sequence (Q9H3R0 1-420 limits assumed): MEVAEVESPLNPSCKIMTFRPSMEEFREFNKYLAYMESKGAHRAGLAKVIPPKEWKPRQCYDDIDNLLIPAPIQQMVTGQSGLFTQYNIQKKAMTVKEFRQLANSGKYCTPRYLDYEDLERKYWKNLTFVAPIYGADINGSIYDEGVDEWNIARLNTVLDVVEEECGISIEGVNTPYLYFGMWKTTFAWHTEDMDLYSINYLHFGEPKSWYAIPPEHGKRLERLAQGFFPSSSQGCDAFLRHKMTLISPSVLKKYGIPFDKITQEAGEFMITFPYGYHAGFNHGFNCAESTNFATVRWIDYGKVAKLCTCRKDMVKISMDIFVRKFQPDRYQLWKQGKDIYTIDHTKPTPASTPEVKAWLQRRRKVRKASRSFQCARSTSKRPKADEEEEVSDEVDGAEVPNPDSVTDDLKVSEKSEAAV
# procasp7 counter – procaspase-7 activators, primary screen, counter-screen for procaspase-3 activator project, biochemical, absorbance, HTS, human | activation, % at 8.5 µM | recombinant procaspase-7, Ac-DEVD-pNA absorbance 405 nm; D23A/D198A/D206A triple mutant, cannot self-cleave; scale: DMSO 0, 5 µM enzyme 100 | AID 463210, 2010 | Caspase-7 (Homo sapiens), P55210 | actives 0.093% (n = 330,000);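 active means percent activation above the screen-wide mean plus 3 SD, cut at about 25% in these data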
# Target sequence (P55210 whole entry D23A/D198A/D206A): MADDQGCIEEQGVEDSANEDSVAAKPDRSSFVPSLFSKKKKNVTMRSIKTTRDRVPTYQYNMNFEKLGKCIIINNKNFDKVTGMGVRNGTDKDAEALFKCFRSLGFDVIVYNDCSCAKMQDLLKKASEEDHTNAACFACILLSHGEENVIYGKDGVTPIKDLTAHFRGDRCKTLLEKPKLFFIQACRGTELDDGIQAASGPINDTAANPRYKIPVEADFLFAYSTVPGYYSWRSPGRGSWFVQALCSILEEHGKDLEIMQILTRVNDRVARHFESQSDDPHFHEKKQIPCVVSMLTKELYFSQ
#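 Detection: p-Nitroaniline absorbance at 405 nm, read at 0 and 120 min; system: Uncleavable procaspase-7 mutant enzyme; evaluation: % activation from two-timepoint absorbance difference, scaled to controls; times: 1 h enzyme–compound preincubation and 2 h substrate reaction, both 25 °C; buffer or medium: Zinc-free HEPES pH 7.4 with 300 mM NaCl, 0.01% Triton X-100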
# Fh CTSL1 inh – Fasciola hepatica cathepsin L1 inhibitors, primary screen, counter-screen for PFM18AAP inhibitor project, biochemical, QFRET, fluorogenic peptide substrate. recombinant F. hepatica cathepsin L1, Z-Leu-Arg-MCA fluorescence. inhibition, % at 5.96 µM. actives 0.49% (n = 300,000). AID 1906, 2009;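 active means inhibition above the mean of all tested compounds plus 3 SD, set per screening campaign, cut at about 17% in these data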;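 further: 0% = plate median of test compound wells and 100% = 1 µM Z-Phe-Ala-diazomethylketone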
# TPT1 inh – Candida albicans TPT1 enzyme inhibitors, primary screen, biochemical, fluorescence polarization; actives 0.81% (n = 300,000); AID 1962, 2009; recombinant caTPT1, FP RNA substrate dephosphorylation; inhibition, % at 5 µM; tRNA 2'-phosphotransferase TPT1 (Candida albicans SC5314);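 active means inhibition above the mean of all tested compounds plus 3 SD, set per screening campaign, cut at about 24% in these data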;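 further: plate controls were DMSO alone for no effect and ferristatin control at 100 nM for full effect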
# PP5 inh – PP5 phosphatase inhibitors, primary screen, biochemical, fluorescence; Serine/threonine-protein phosphatase 5 (Homo sapiens), P53041; purified PP5c, OMFP substrate fluorescence; inhibition, % at 6.7 µM; actives 0.18% (n = 320,000); AID 1987, 2009;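 active means inhibition above the campaign's mean inhibition across all tested compounds plus 3 SD, cut at about 9.5% in these data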;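 further: 0% = DMSO only and 100% = 100 µM cantharidin control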
# Efflux pump inh – inhibitors of Candida efflux pumps in yeast, primary screen, S. cerevisiae, Nile Red, multiplex | inhibition, % at 10 µM | actives 0.44% (n = 330,000) | S. cerevisiae Candida pump triplex;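 active means plate passing quality check with inhibition over a set limit, or well fluorescence over plate mean plus 4 SD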;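 further: Nile Red retained in pooled yeast measured as flow cytometry median fluorescence; 0% = buffer negative control and 100% = Enniatin B positive control; higher means more Nile Red kept so more efflux inhibition; some compounds called inactive have numbers as strong as hits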
# proCasp3 act – activators of human procaspase-3 D3A mutant, primary screen, biochemical, absorbance, PC-3 D3A mutant, single concentration; Caspase-3 (Homo sapiens), P42574; recombinant procaspase-3 D3A, Ac-DEVD-pNA absorbance 405 nm; activation, % at 8.5 µM; actives 0.11% (n = 330,000); AID 463141, 2010;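 active means activation above the mean of all tested compounds plus 3 SD, cut at about 21% in these data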;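 further: 0% = DMSO alone and 100% = DMSO wells spiked with extra 5 µM PC-3 D3A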
#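 Test system: Procaspase-3 D3A mutant; medium: Zinc-free HEPES/NaCl buffer with 0.01% Triton X-100 at pH 7.4; reagent: DEVD-pNA substrate; doses: one concentration, 8.5 µM nominal, 0.8% DMSO; times: 1 h preincubation plus 2 h reaction at 25 °C; signal: Epi-absorbance at 405 nm of released p-nitroaniline, 0 and 120 min; replicates: singlicate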
# Active calls of the source: *; i = inactive; u = inconclusive; x = not tested or not shown.
1) Cc1cc(C)c(S(=O)(=O)N2CCN(C(=O)c3cccs3)CC2)c(C)c1
2) Cc1cccc(NC(=O)c2cccs2)n1
3) CSc1nc(N)nc(SCC(=O)C(C)(C)C)c1C#N
4) CCOC(=O)/C(C#N)=C\N(C)C
5) O=c1c2cc(-c3ccccc3)sc2nc2n1CCC2
6) CCOc1ccc(C(=O)NC(C(=O)NCC(c2cccs2)N(C)C)C(C)C)cc1 (stereo unspecified)
7) CCCNc1nc2c(c(=O)n(C)c(=O)n2C)n1CCCc1ccccc1
8) COc1ccc(OC)c(CN2CCN(c3ccccc3OC)CC2)c1
9) CCOc1cc(/C=N/n2cnnc2)ccc1OS(=O)(=O)c1ccc(C)cc1
10) O=C(CCN1C(=O)c2ccccc2C1=O)NCCC1=CCCCC1
assay / entry	1	2	3	4	5	6	7	8	9	10
Efflux pump inh	0.0	-0.1	0.4	-0.1	0.0	0.2	0.0	-0.3	-0.2	-0.1
PP5 inh	-0.2	2.9	0.1	2.8	-0.6	-1.0	-3.8	1.1	2.3	-0.3
procasp7 counter	7	10	2	-1	0	-1	6	-1	15	-5
TPT1 inh	-2	7	-1	0	-5	x	3	0	0	-3
Fh CTSL1 inh	3	2	1	4	0	x	-1	0	7	1
GASC-1 inh	13	0	-8	1	6	-4	0	194	-1	-1
proCasp3 act	0	0	-5	-3	-3	4	-4	5	4	1
PP1 inh	0	-1	-1	0	1	-2	-2	-2	4	-2
core dimer inh	4	-9	6	-6	-1	x	6	-4	6	-4

11) O=C(N/N=C/c1ccc(F)cc1)c1cc(-c2ccc3c(c2)OCO3)n[nH]1
12) O=C(CCN1C(=O)/C(=C/c2cccs2)SC1=S)Nc1cccc(O)c1
13) CC(=O)Oc1ccc(-c2cccc(C(=O)OCC(=O)Nc3ccccc3Oc3ccccc3)c2)cc1
14) COc1cccc(OC)c1NC(=O)Cn1nc(-c2ccc3c(c2)OCCO3)ccc1=O
15) CC1=C(C(=O)N(C)C)C(c2ccccc2OC(F)F)NC(=O)N1 (stereo unspecified)
16) O=C(CCS(=O)(=O)c1ccccc1)Nc1ccccc1F
17) N=c1ncn(CC(O)CN2CCOCC2)c2nc(N3CCOCC3)[nH]c12 (stereo unspecified)
18) CN1CCN(c2nc3ccccc3nc2C(C#N)S(=O)(=O)c2ccccc2)CC1 (stereo unspecified)
19) CCc1cccc(C)c1NC(=O)COC(=O)Cn1c(C)csc1=O
20) COC(=O)c1ccc(C)c(NC(=O)CN(c2ccc3c(c2)OCO3)S(C)(=O)=O)c1
assay / entry	11	12	13	14	15	16	17	18	19	20
Efflux pump inh	0.1	0.0	0.2	0.1	-0.1	0.0	-0.2	0.1	0.1	0.0
PP5 inh	-0.8	3.5	2.5	-0.6	-0.4	-0.6	1.8	-3.3	0.2	3.2
procasp7 counter	3	-19	-1	-3	9	12	-1	9	2	5
TPT1 inh	-2	-3	-3	-4	1	0	-1	1	0	4
Fh CTSL1 inh	0	-3	-5	1	2	2	-1	3	13	-2
GASC-1 inh	7	18	u	2	7	3	5	-5	-25	8
proCasp3 act	15	-11	-8	6	6	3	2	13	-14	0
PP1 inh	2	0	1	-3	0	-4	-3	-4	-5	-3
core dimer inh	4	2	12	2	-1	-2	-10	2	2	2

21) O=C(COc1ccccc1)Nc1cc(NC(=O)COc2ccccc2)cc(C(=O)O)c1
22) O=c1c2c(nc3n1CCCCC3)sc1c(O)c(Br)ccc12
23) O=C(Nc1sc2c(c1C(=O)O)CCC2)c1cccs1
24) COc1ccc(S(=O)(=O)N2CCc3ccccc32)cc1C(=O)Nc1cccnc1
25) CCOC(=O)N1CCN(C(=O)c2cc(COc3c(F)cccc3F)on2)CC1
26) CC1(C)SC2c3ccccc3C(=O)N2[C@@H]1C(=O)O (stereo partly specified)
27) O=C(Cn1c2ccccc2c(=O)c2cc([N+](=O)[O-])ccc21)Nc1ccccc1Cl
28) O=C(Nc1ccccc1N1CCCCC1)c1ccc2nccnc2c1
29) C=C(C)Cn1c(NCCC)nc2c1c(=O)n(C)c(=O)n2C
30) O=C(c1cccc(C(=O)N2CCc3ccccc32)n1)N1CCc2ccccc21
assay / entry	21	22	23	24	25	26	27	28	29	30
Efflux pump inh	-0.1	-0.2	0.0	-0.1	-0.2	0.0	0.0	0.2	0.1	0.1
PP5 inh	0.1	-2.2	-0.3	1.6	3.1	0.1	-3.4	2.3	0.6	2.8
procasp7 counter	6	-3	-5	0	6	12	-12	-2	8	6
TPT1 inh	3	-2	2	-3	-2	0	-2	5	0	-4
Fh CTSL1 inh	0	-2	3	1	-2	-3	0	1	7	-1
GASC-1 inh	-4	-4	5	4	10	3	12	-1	-12	7
proCasp3 act	-14	-4	0	6	4	5	-2	-5	6	1
PP1 inh	3	0	0	-3	-2	-2	3	-2	-2	-1
core dimer inh	7	0	0	2	-13	8	18	10	-2	-1

# Compounds shown so far with fluorine:
11) O=C(N/N=C/c1ccc(F)cc1)c1cc(-c2ccc3c(c2)OCO3)n[nH]1
15) CC1=C(C(=O)N(C)C)C(c2ccccc2OC(F)F)NC(=O)N1 (stereo unspecified)
16) O=C(CCS(=O)(=O)c1ccccc1)Nc1ccccc1F
25) CCOC(=O)N1CCN(C(=O)c2cc(COc3c(F)cccc3F)on2)CC1
assay / entry	11	15	16	25
Efflux pump inh	0.1	-0.1	0.0	-0.2
PP5 inh	-0.8	-0.4	-0.6	3.1
procasp7 counter	3	9	12	6
TPT1 inh	-2	1	0	-2
Fh CTSL1 inh	0	2	2	-2
GASC-1 inh	7	7	3	10
proCasp3 act	15	6	3	4
PP1 inh	2	0	-4	-2
core dimer inh	4	-1	-2	-13

# New compounds follow:
31) O=C(COC(=O)/C=C/c1ccc(F)cc1)Nc1ccc(S(=O)(=O)N2CCOCC2)cc1
32) COc1ccc(NC(=O)CN(C)Cc2c(F)cccc2Cl)cc1S(=O)(=O)N1CCCCC1
33) N#Cc1c(-c2ccncc2)cc(-c2ccc(F)cc2)nc1N
34) O=C(NC1(C(F)(F)F)NC(=O)N(Cc2cccnc2)C1=O)c1ccccc1 (stereo unspecified)
35) Cc1ccc(-n2cc(CN3CCC(CO)(Cc4ccccc4)CC3)cn2)cc1
36) CCCCCCCCC(NC(=O)c1ccc(C#N)cc1)C(=O)NCCC (stereo unspecified)
37) CCOc1ccc(C(=O)Nc2cccc(-c3ccc(N4CCOCC4)nn3)c2)cc1OCC
38) C/C(=N\OC(=O)c1ccc(C)cc1)c1c(C)nc2cc(C)ccn12
39) Cc1ccnc(SCCn2c(N3CCN(c4ccccc4)CC3)nc3c2c(=O)[nH]c(=O)n3C)n1
40) c1ccc(C2CSc3ccccc3N2)cc1 (stereo unspecified)
assay / entry	31	32	33	34	35	36	37	38	39	40
Efflux pump inh	-0.5	-0.1	0.2	0.0	-0.2	-0.1	-0.1	0.0	0.0	0.1
PP5 inh	x	1.1	-0.4	-1.0	1.9	0.6	-0.4	-2.3	-4.0	0.7
procasp7 counter	6	0	2	8	9	0	-5	-2	9	-13
TPT1 inh	x	-2	-1	0	1	x	-1	-3	-8	4
Fh CTSL1 inh	x	-1	-1	5	-3	x	3	8	3	2
GASC-1 inh	0	-14	-15	-8	-1	12	-2	4	-14	8
proCasp3 act	6	-1	-3	-2	4	-6	5	-2	2	-8
PP1 inh	x	1	1	-3	-4	-7	-3	1	4	-4
core dimer inh	x	6	5	7	-7	x	6	4	10	9

41) COc1ccccc1NC(=O)CCC(=O)OCc1ccc(Cl)cc1
42) Cc1oc2cc3oc(=O)c(CCC(=O)N4C[C@H]5C[C@@H](C4)c4cccc(=O)n4C5)c(C)c3cc2c1C
43) COc1ccccc1CNC(=O)C[n+]1ccccc1
44) Cc1ccc(CSCCNC(=O)c2ccccc2)cc1
45) CCc1ccc(CN(C)C(=O)c2ccc3c(c2)OCCO3)cc1
46) Cc1cc(NC2CCCCC2)nc2ccccc12
47) CSc1cnc2c(N)nc(N(C)C)nc2n1
48) CCOC(=O)c1ccc(-c2c(-c3ccc4c(c3)OCO4)noc2C)cc1F
49) CCCCCCn1c(CN2CCN(C(=O)c3ccco3)CC2)nc2c1c(=O)n(C)c(=O)n2C
50) COc1cc(O)oc1C=Nc1ccc(Cl)cc1Cl
assay / entry	41	42	43	44	45	46	47	48	49	50
Efflux pump inh	0.0	-0.1	-0.1	0.0	0.0	0.2	-0.1	-0.1	0.0	0.2
PP5 inh	-1.4	0.5	1.9	3.1	1.5	0.2	1.5	1.2	-2.0	1.1
procasp7 counter	4	0	18	0	9	0	-3	-1	-3	5
TPT1 inh	-3	-4	-3	3	-4	0	-7	-2	-3	2
Fh CTSL1 inh	-26	3	-1	-1	2	4	0	1	6	0
GASC-1 inh	-5	u	-6	1	-12	-2	1	21	-4	-5
proCasp3 act	8	11	0	6	10	-11	-4	-8	2	-4
PP1 inh	0	-4	0	-1	3	-2	0	1	-3	0
core dimer inh	1	2	-6	-2	1	5	-4	-15	23	-3

51) Cc1nn(Cc2cccc(C(N)=O)c2)c(C)c1Br
52) Cc1cc(C)cc(OCC(=O)Nc2cccc(S(=O)(=O)NC3=NCCC3)c2)c1
53) CCC(C)c1ccc(S(=O)(=O)N2CCN(C(C)CC(=O)O)CC2)cc1 (stereo unspecified)
54) Cc1c[nH]c2ccccc12
55) O=c1cc(-c2ccccc2)n(S(=O)(=O)c2ccccc2)o1
assay / entry	51	52	53	54	55
Efflux pump inh	0.0	0.2	0.1	-0.1	0.2
PP5 inh	0.3	1.4	2.5	1.7	-1.2
procasp7 counter	8	-13	0	-6	1
TPT1 inh	-5	x	-3	2	1
Fh CTSL1 inh	-17	x	-3	-1	-3
GASC-1 inh	3	-1	i	x	9
proCasp3 act	-5	-1	5	-2	-5
PP1 inh	-3	-7	-2	-1	-5
core dimer inh	-7	x	-5	7	-1
